RNase H inhibition – RNase H inhibition, HIV 1 Gag Pol polyprotein, FRET biochemical assay, screening (AID 372); 100,000 tested, 0.77% active; inhibition, % at 10 µM, or IC50 in µM where a hit was titrated; HIV-1 RT RNase H, FRET RNA/DNA substrate fluorescence; higher % means a stronger effect; in the data active = inhibition above about 50%
* hit, by the source's call. An excerpt; count on the stated rates, not on these rows.

What do the screens show for `COc1ccc(C=C2C(=O)N(c3ccccc3)C(=S)N(c3ccccc3)C2=O)c(OC)c1`?
RNase H inhibition: 19%

Results for COc1ccc(Br)cc1/C=N/NC(=O)C(=O)NCC(C)C ?
RNase H inhibition: 9%

Results for COCCNC(=O)CN(c1ccc(OC)c(OC)c1)S(C)(=O)=O ?
RNase H inhibition: 1%

How did COc1ccc(/C=C(/NC(=O)c2ccco2)C(=O)Nc2ccccc2)cc1 do in these assays?
RNase H inhibition: 0%

How did COC(=O)c1cc(NC(=O)Cc2ccccc2)cc(C(=O)OC)c1 do in these assays?
RNase H inhibition: 0%

What do the screens show for `CC12CCC(CC1=NC(=O)c1ccccc1)C2(C)C` (centres undefined)?
RNase H inhibition: 2%

What do the screens show for `CC(=O)N1CCN(c2ccc(C(=O)c3cccc(F)c3)cc2)CC1`?
RNase H inhibition: 4%

Results for C=CCn1c(SCC(=O)c2ccc(Br)cc2)nc2sc3c(c2c1=O)CCN(C)C3 ?
RNase H inhibition: 11%

How did Cc1ccc(OCCOc2c(Cl)cc(/C=N/NC(N)=S)cc2Cl)cc1 do in these assays?
RNase H inhibition: 11%

What do the screens show for `Cc1ccc(C(=O)NC(=S)Nc2nc(-c3ccccc3)cs2)cc1[N+](=O)[O-]`?
RNase H inhibition: 3%

What do the screens show for `CC(C)NC(=O)C(=O)N/N=C/c1ccc2c(c1)OCO2`?
RNase H inhibition: 0%

How did CCOC(=O)Cn1nc(-c2ccccc2)c2ccccc2c1=O do in these assays?
RNase H inhibition: 14%

Results for COc1ccc(NS(=O)(=O)c2cccc([N+](=O)[O-])c2)c(OC)c1 ?
RNase H inhibition: 0%

What do the screens show for `CCCC(=O)Nc1cccc(NC(=O)c2ccccc2Br)c1`?
RNase H inhibition: 12%

Results for Cc1cccc(C(=O)CC(=O)c2ccc(C)cc2O)c1 ?
RNase H inhibition: 1%

How did C=CCC(CC=C)(NC(=O)/C=C/c1ccccc1)c1ccccc1 do in these assays?
RNase H inhibition: 8%

Results for COc1ccc(NC(=O)CSc2nc3ccc(N4C(=O)c5ccccc5C4=O)cc3s2)cc1 ?
RNase H inhibition: 56%*

What do the screens show for `CCOc1ccc2nc(SCC(=O)c3ccc(C)cc3C)sc2c1`?
RNase H inhibition: 6%

Results for CCC(C)NC(=O)C(=O)NCc1ccc(Cl)cc1 (centres undefined) ?
RNase H inhibition: 7%

How did CCNC(=O)C(=O)Nc1ccc(Cl)cc1 do in these assays?
RNase H inhibition: 3%

How did Cn1c(=O)c2c(ncn2Cc2ccc(F)cc2)n(C)c1=O do in these assays?
RNase H inhibition: 11%

Results for O=C1NC(=S)N(c2ccccc2)C(=O)/C1=C/c1cccn1-c1ccccc1 ?
RNase H inhibition: 10%

Results for Oc1ccc(N=Cc2ccc(Cl)cc2Cl)cc1 ?
RNase H inhibition: 31%

Results for CCN(CC)CCCCCOc1ccc(C)c(C)c1 ?
RNase H inhibition: 15%

How did CC(=O)Oc1ccc2ccccc2c1C(NC(=O)Cc1ccccc1)c1ccco1 (centres undefined) do in these assays?
RNase H inhibition: 3%

How did Cc1cc(C)c(/C=C(\C#N)C(N)=S)c(C)c1 do in these assays?
RNase H inhibition: 4%

How did CN(C)c1nc(Nc2ccc([N+](=O)[O-])cc2)nc(OCC(F)(F)F)n1 do in these assays?
RNase H inhibition: 14%

What do the screens show for `COc1ccccc1CN1CCSCC1`?
RNase H inhibition: 8%

Results for Cc1cc(C)c(N2C(=O)c3ccccc3C2=O)c(C)c1 ?
RNase H inhibition: 21%

What do the screens show for `CCc1ccccc1NC(=O)CCCN1C(=O)/C(=C/c2ccccc2Cl)SC1=S`?
RNase H inhibition: 25%

What do the screens show for `CN(C)c1ccc(C2C(C#N)=C(N)OC3=C2C(=O)CCC3)cc1` (centres undefined)?
RNase H inhibition: 5%

What do the screens show for `CCOC(=O)C(=CNc1cc(OC)c(Cl)cc1OC)C(=O)OCC`?
RNase H inhibition: 8%

Results for CS(=O)(=O)N(CC(=O)NCCSCc1ccccc1Cl)c1ccc(Br)cc1 ?
RNase H inhibition: 50%*

How did COc1ccc(/C=C/C(=O)N2CCC(CN3C(=O)c4cccc5cccc(c45)C3=O)CC2)cc1OC do in these assays?
RNase H inhibition: 3%

What do the screens show for `C/C(=N/NC(=O)c1cccc(Cl)c1)c1ccccc1Cl`?
RNase H inhibition: 0%

Results for COc1ccc(C(=O)NC(=S)Nc2ccc(NC(=O)c3cccs3)cc2)cc1Br ?
RNase H inhibition: 47%

What do the screens show for `Cc1cc(/C=C2\C(=O)NC(=O)N(c3ccccc3F)C2=O)c(C)n1C`?
RNase H inhibition: 7%

Results for COc1ccc(N(CC(=O)Nc2cccc(Cl)c2)S(=O)(=O)c2ccc(OC)c(OC)c2)cc1 ?
RNase H inhibition: 10%

What do the screens show for `CC(C)CCSc1nc2sc3c(c2c(=O)n1Cc1ccccc1)CCC3`?
RNase H inhibition: 10%

Results for COc1ccc(C=NCC2COc3ccccc3O2)cc1OC (centres undefined) ?
RNase H inhibition: 2%

What do the screens show for `O=C(c1cc(-c2ccccc2)nc2ccccc12)N1CCN(Cc2ccccc2)CC1`?
RNase H inhibition: 21%

Results for COc1ccc(N(CC(=O)Nc2ccc(C)cc2)S(C)(=O)=O)cc1Cl ?
RNase H inhibition: 11%

What do the screens show for `COc1ccc(-n2nc3cc(C)c(NC(=O)c4ccc5c(c4)OCCO5)cc3n2)cc1`?
RNase H inhibition: 6%

Results for C=CCN1C(=O)C(=O)/C(=C(\O)c2ccc(Br)cc2)C1c1ccccc1Cl (centres undefined) ?
RNase H inhibition: 16%

What do the screens show for `O=C1CS/C(=N/N=C/c2ccccc2[N+](=O)[O-])N1`?
RNase H inhibition: 5%

2 records picked at random from those above, as already listed:
What do the screens show for `CN(C)c1ccc(C2C(C#N)=C(N)OC3=C2C(=O)CCC3)cc1` (centres undefined)?
RNase H inhibition: 5%

Results for COc1ccc(C(=O)NC(=S)Nc2ccc(NC(=O)c3cccs3)cc2)cc1Br ?
RNase H inhibition: 47%

(cont.)
What do the screens show for `Cc1ccc(O)c2nc(/C=C/c3ccccc3N)ccc12`?
RNase H inhibition: 9%

How did Fc1ccc(-c2csc(Nc3ccc4c(c3)OCO4)n2)cc1 do in these assays?
RNase H inhibition: 36%

What do the screens show for `Cc1ccc(OCCOc2ccccc2/C=C2/SC(=S)N(C)C2=O)cc1`?
RNase H inhibition: 15%

What do the screens show for `O=C1NC(=S)N/C1=C/c1ccc(-c2ccc([N+](=O)[O-])cc2Cl)o1`?
RNase H inhibition: 5%

How did Cc1ccc(-c2csc(/C(C#N)=C/c3cccc4ccccc34)n2)cc1 do in these assays?
RNase H inhibition: 13%

Results for CC(=O)C1=C(O)CC(C)(C)CC1=NCCc1ccccc1 ?
RNase H inhibition: 0%

What do the screens show for `Cc1cccc(CN2CCN(S(=O)(=O)c3ccc(Cl)cc3)CC2)c1`?
RNase H inhibition: 2%

How did O=C(N/N=C/c1ccc(I)cc1)C1CC(=O)N(c2ccccc2)C1 (centres undefined) do in these assays?
RNase H inhibition: 9%

How did CCOC(=O)CCc1c(C)nc2cc(-c3cccc(F)c3)[nH]n2c1=O do in these assays?
RNase H inhibition: 3%

What do the screens show for `COc1cc2c(cc1NC(=O)Cc1ccc(OC)c(OC)c1)oc1ccccc12`?
RNase H inhibition: 15%

How did CCNC(=O)C(=O)Nc1cccc(C(F)(F)F)c1 do in these assays?
RNase H inhibition: 0%

What do the screens show for `O=C(Nc1ncccn1)c1ccc([N+](=O)[O-])cc1Cl`?
RNase H inhibition: 6%

What do the screens show for `O=c1oc(-c2ccccc2Cl)nc2sc3c(c12)CCCCC3`?
RNase H inhibition: 11%

How did Cc1cc(C)nc(N/N=C/c2ccc(C(F)(F)F)cc2)n1 do in these assays?
RNase H inhibition: 0%

Results for CS(=O)(=O)N(CC(=O)NCCSc1ccccn1)c1ccccc1F ?
RNase H inhibition: 0%

How did O=C(O)c1ccc(Br)c(S(=O)(=O)NCc2ccccc2)c1 do in these assays?
RNase H inhibition: 1%

How did CCOC(=O)C1=C(C)NC(C)=C(C(=O)OCC)C1c1ccc(C)cc1 do in these assays?
RNase H inhibition: 2%

What do the screens show for `CCN1C(=O)C(c2ccc(O)c(C)c2)(c2ccc(O)c(C)c2)c2cc(Br)ccc21`?
RNase H inhibition: 25%

What do the screens show for `O=C(CSCc1ccccc1Cl)N/N=C/c1ccc(Cl)c(Cl)c1`?
RNase H inhibition: 22%

How did COc1ccc(CN2CCN(C(=O)c3cccc(F)c3)CC2)cc1OCc1ccccc1 do in these assays?
RNase H inhibition: 22%

What do the screens show for `Cc1ccc(/C=N/NC(=O)c2ccccc2C)o1`?
RNase H inhibition: 1%

Results for COc1ccc(OC)c(/C=C2/C(=O)ON=C2c2ccccc2)c1 ?
RNase H inhibition: 8%

What do the screens show for `N/N=C1/NC(=O)C(Cc2cccc([N+](=O)[O-])c2)S1` (centres undefined)?
RNase H inhibition: 5%

Results for COc1ccc(/C=C/C(=O)NC(=S)Nc2ccccc2C)cc1OC ?
RNase H inhibition: 14%

How did CN(C)c1cc(N/N=C/c2ccncc2)nc(N(C)C)n1 do in these assays?
RNase H inhibition: 5%

Results for COc1ccccc1OCC(=O)Nc1cccc(C(C)=O)c1 ?
RNase H inhibition: 4%

Results for Nc1nc(-c2ccccc2)cc(=S)s1 ?
RNase H inhibition: 16%

What do the screens show for `COc1ccc(S(=O)(=O)NCCSCc2ccc(C)cc2)cc1Br`?
RNase H inhibition: 37%

Results for COc1ccc(C2CC(=O)C3=C(C2)NC(C)=C(C(=O)OC2CCCC2)C3c2cccc(O)c2)cc1 (centres undefined) ?
RNase H inhibition: 2%

Results for CC(C)c1ccc(NC(=O)C2CCCCC2C(=O)O)cc1 (centres undefined) ?
RNase H inhibition: 5%

Reprinted from the entries so far (13 entries):
What do the screens show for `CCN1C(=O)C(c2ccc(O)c(C)c2)(c2ccc(O)c(C)c2)c2cc(Br)ccc21`?
RNase H inhibition: 25%

What do the screens show for `O=C(CSCc1ccccc1Cl)N/N=C/c1ccc(Cl)c(Cl)c1`?
RNase H inhibition: 22%

How did COc1ccc(CN2CCN(C(=O)c3cccc(F)c3)CC2)cc1OCc1ccccc1 do in these assays?
RNase H inhibition: 22%

What do the screens show for `Cc1ccc(/C=N/NC(=O)c2ccccc2C)o1`?
RNase H inhibition: 1%

Results for COc1ccc(OC)c(/C=C2/C(=O)ON=C2c2ccccc2)c1 ?
RNase H inhibition: 8%

What do the screens show for `N/N=C1/NC(=O)C(Cc2cccc([N+](=O)[O-])c2)S1` (centres undefined)?
RNase H inhibition: 5%

Results for COc1ccc(/C=C/C(=O)NC(=S)Nc2ccccc2C)cc1OC ?
RNase H inhibition: 14%

How did CN(C)c1cc(N/N=C/c2ccncc2)nc(N(C)C)n1 do in these assays?
RNase H inhibition: 5%

Results for COc1ccccc1OCC(=O)Nc1cccc(C(C)=O)c1 ?
RNase H inhibition: 4%

Results for Nc1nc(-c2ccccc2)cc(=S)s1 ?
RNase H inhibition: 16%

What do the screens show for `COc1ccc(S(=O)(=O)NCCSCc2ccc(C)cc2)cc1Br`?
RNase H inhibition: 37%

Results for COc1ccc(C2CC(=O)C3=C(C2)NC(C)=C(C(=O)OC2CCCC2)C3c2cccc(O)c2)cc1 (centres undefined) ?
RNase H inhibition: 2%

Results for CC(C)c1ccc(NC(=O)C2CCCCC2C(=O)O)cc1 (centres undefined) ?
RNase H inhibition: 5%

Carrying on.
Results for COc1ccc(C2CC(=O)C3=C(C2)NC(C)=C(C(=O)OC(C)C)C3c2ccccc2OC(C)C)cc1 (centres undefined) ?
RNase H inhibition: 0%

How did O=C(Nc1ccc(F)cc1)Nc1nnc(C23CC4CC(CC(C4)C2)C3)s1 do in these assays?
RNase H inhibition: 3%

Results for CC1=NN(C(=S)Nc2ccccc2)C(C)(C)C1 ?
RNase H inhibition: 4%

Results for CN(/N=C\c1ccc(O)cc1)c1nc(-c2ccccc2)cc(-c2ccccc2)n1 ?
RNase H inhibition: 13%

Results for O=S(=O)(N=Nc1c(O)[nH]c2ccccc12)c1ccc(Cl)cc1 ?
RNase H inhibition: 4%

How did CC1=NN(c2ccc(S(N)(=O)=O)cc2)C(=O)/C1=C\c1cccc([N+](=O)[O-])c1 do in these assays?
RNase H inhibition: 12%

Results for COCCNC(=O)COc1ccc2ccccc2c1 ?
RNase H inhibition: 15%

How did CCOc1ccc(/C=C2/SC(=S)N(CN3CCOCC3)C2=O)cc1 do in these assays?
RNase H inhibition: 0%

Results for COCCCN1C(=O)/C(=C\c2ccc(OC)c(OC)c2)SC1=S ?
RNase H inhibition: 8%

Results for CCC12C(=O)C(C)(C(c3ccccc3)=C1c1ccccc1)C1C(=O)N(c3ccccc3Cl)C(=O)C12 (centres undefined) ?
RNase H inhibition: 7%

What do the screens show for `COc1cc(/C=C2\SC(=O)NC2=O)ccc1OCCOc1c(C)cccc1C`?
RNase H inhibition: 22%

What do the screens show for `COc1cc(/C=N\Nc2nc3ccccc3o2)cc(OC)c1OC`?
RNase H inhibition: 0%

Results for CCCCc1c(C)c2cc([N+](=O)[O-])c(O)c(C)c2oc1=O ?
RNase H inhibition: 11%

What do the screens show for `O=C1CSC(=S)N1/N=C\c1ccc(O)c([N+](=O)[O-])c1`?
RNase H inhibition: 33%

How did COc1ccc(S(=O)(=O)N2CCc3ccccc32)cc1 do in these assays?
RNase H inhibition: 2%

What do the screens show for `Oc1c(C=Nc2ccccc2)[nH]c2ccccc12`?
RNase H inhibition: 5%

What do the screens show for `CC(=O)Nc1ccc2oc(-c3ccc(F)cc3Cl)nc2c1`?
RNase H inhibition: 14%

How did CC(=O)C1=C(C)NC(SCc2cccc([N+](=O)[O-])c2)=C(C#N)C1c1ccc(Br)cc1 (centres undefined) do in these assays?
RNase H inhibition: 20%

Results for Cc1cccc(C=Nc2ccc3c4c(cccc24)CC3)c1O ?
RNase H inhibition: 13%

What do the screens show for `CCOC(=O)C1CCCN(C(=O)/C=C/c2ccc3c(c2)OCO3)C1` (centres undefined)?
RNase H inhibition: 11%

How did COc1ccc(N2C(=O)NC(=O)/C(=C\c3cccn3-c3ccccc3)C2=O)cc1 do in these assays?
RNase H inhibition: 12%

What do the screens show for `Cc1ccc(NC(=O)CCC(=O)O)cc1F`?
RNase H inhibition: 4%

What do the screens show for `O=C(O)c1cc(N2C(=O)c3c(Cl)c(Cl)c(Cl)c(Cl)c3C2=O)ccc1N1CCCCC1`?
RNase H inhibition: 10%

What do the screens show for `Cc1cc(C)cc(OCC(=O)Nc2cc(-c3nc4cc(C)cc(C)c4o3)ccc2C)c1`?
RNase H inhibition: 14%

Results for COc1ccc(C(=O)N(c2ccccc2)C2CC(C)Nc3ccccc32)cc1 (centres undefined) ?
RNase H inhibition: 8%

From PubChem BioAssay
